Screening results (PubChem BioAssay)
p47phox inh = p47phox/p22phox peptide binding inhibitors, primary screen, biochemical, uHTS, NADPH oxidase regulatory subunit; Neutrophil cytosol factor 1 (Homo sapiens), P14598; AID 1274, 2008; inhibition, % at 24.7 µM; fluorescence polarization, 2 h; 220,000 compounds, 0.53% hits;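 active means inhibition above about 30%, limit read from the data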;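 further: 0% = p47phox with labelled peptide and 100% = labelled peptide alone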
Runt-CBFb FRET = inhibitors of RUNX1 Runt–CBFb binding, primary screen, biochemical, FRET, Cerulean-Runt, Venus-CBFb, uHTS. inhibition, % at 20 µM. Cerulean-Runt/Venus-CBFb FRET ratio 530/480, 1 h. 220,000 compounds, 0.46% hits;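 active means inhibition over about 50% at 20 µM in the single-dose screen, limit read from the data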;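 further: 0% = DMSO wells and 100% = excess unlabeled CBFb competitor control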
Target sequence (Q01196 whole entry, looked up): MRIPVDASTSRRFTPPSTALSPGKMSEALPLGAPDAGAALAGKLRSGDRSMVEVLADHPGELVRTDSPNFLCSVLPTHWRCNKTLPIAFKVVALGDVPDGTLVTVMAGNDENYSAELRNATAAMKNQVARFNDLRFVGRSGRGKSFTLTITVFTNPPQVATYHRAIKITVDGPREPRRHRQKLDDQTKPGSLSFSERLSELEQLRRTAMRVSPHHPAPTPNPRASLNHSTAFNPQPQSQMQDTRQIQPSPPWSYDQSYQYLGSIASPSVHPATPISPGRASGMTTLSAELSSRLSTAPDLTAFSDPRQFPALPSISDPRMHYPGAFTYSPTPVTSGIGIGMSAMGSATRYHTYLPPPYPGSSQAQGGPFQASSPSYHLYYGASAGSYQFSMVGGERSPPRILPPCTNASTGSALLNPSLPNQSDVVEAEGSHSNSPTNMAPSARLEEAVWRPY
Target sequence (Q13951 whole entry, looked up): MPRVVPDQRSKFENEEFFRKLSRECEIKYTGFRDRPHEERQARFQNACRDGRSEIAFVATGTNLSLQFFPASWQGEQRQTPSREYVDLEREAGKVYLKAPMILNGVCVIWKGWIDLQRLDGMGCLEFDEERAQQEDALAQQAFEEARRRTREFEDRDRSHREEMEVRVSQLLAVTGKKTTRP
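Schedule: protein complex preformed 1 h, compound exposure 1 h, room temperature, dark; test system: Cerulean-labeled Runt domain protein; amount: 100 nM per protein; buffer or medium: Tris 50 mM pH 7.5, KCl, K2SO4, 0.01% BSA; read-out: loss of energy transfer signal; detection: FRET fluorescence; controls: 5 µM unlabeled CBFb as full-inhibition high control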
p97 inhibitor = inhibitors of human p97 ATPase, primary screen, biochemical; recombinant p97 ATPase, Kinase-Glo ATP luminescence, 3 h; inhibition, % at 8 µM; 220,000 compounds, 0.42% hits; AID 1481, 2009; in the data active means inhibition above about 15%;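 further: 0% = DMSO vehicle and 100% = wells lacking enzyme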
EBV gp42 block = Epstein-Barr virus gp42 inhibitors, primary screen, biochemical, uHTS, fluorescence polarization. Glycoprotein 42 (Epstein-Barr virus (strain AG876)), Q1HVG2. Fluorescence polarization binding assay, mP read-out. inhibition, % (tested at 21.74 µM). 220,000 compounds, 0.42% hits. AID 1085, 2008; in the data active means inhibition above about 50%
Target sequence (Q1HVG2 whole entry, looked up): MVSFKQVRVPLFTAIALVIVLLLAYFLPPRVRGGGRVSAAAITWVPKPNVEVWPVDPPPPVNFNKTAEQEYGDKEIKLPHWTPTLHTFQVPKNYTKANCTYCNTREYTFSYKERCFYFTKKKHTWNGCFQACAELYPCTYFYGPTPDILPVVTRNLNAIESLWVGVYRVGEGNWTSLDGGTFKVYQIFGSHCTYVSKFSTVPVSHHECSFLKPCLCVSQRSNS
Calpain2 inh = inhibitors of pig calpain II, primary screen, biochemical, fluorogenic peptide substrate, 1536-well; AID 1236, 2008; purified calpain II, 30 min; inhibition, % at 16 µM; 220,000 compounds, 0.37% hits;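 active means inhibition above about 50%, limit read from the data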
Furin inh = human furin inhibitors, primary screen, biochemical, fluorescence intensity | purified furin, fluorogenic substrate cleavage | inhibition, % at 30 µM | 220,000 compounds, 0.061% hits; in the data active means inhibition above about 25%; further: inactives centre near -15
RBBP9 inhibitor = human RBBP9 inhibitors, primary screen, biochemical, fluorescence polarization, FP-Rh probe, HTS; inhibition, % at 7.94 µM; Serine hydrolase RBBP9 (Homo sapiens), O75884; AID 1515, 2009; 220,000 compounds, 0.2% hits; recombinant RBBP9;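 active means inhibition above the campaign mean of all tested compounds plus 3 SD, cut at about 14% in these data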;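 further: plate controls were DMSO wells with RBBP9 for no effect and wells lacking RBBP9 protein for full effect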
Target sequence (O75884 whole entry, looked up): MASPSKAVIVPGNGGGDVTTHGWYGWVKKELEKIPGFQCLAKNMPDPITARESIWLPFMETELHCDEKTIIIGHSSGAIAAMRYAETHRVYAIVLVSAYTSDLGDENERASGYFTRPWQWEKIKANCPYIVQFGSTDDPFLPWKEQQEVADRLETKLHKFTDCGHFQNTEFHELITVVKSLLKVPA
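Assay system: recombinant human RBBP9; Reagent: Serine-hydrolase probe FP-Rh, 375 nM pre-mixing; Doses: 7.94 µM single dose, 0.794% DMSO; Incubation: 30 min then 45 min, 25 °C; Detection: fluorescence polarization (mP), excitation 525 nm, emission 598 nm; Evaluation: percent inhibition from mP, scaled between DMSO and no-protein wells.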
TbHK1 inh = Trypanosoma brucei hexokinase 1 inhibitors, primary screen, biochemical, G6PDH-coupled NADH absorbance, MLSCN library | hexokinase 1 [Trypanosoma brucei] | recombinant TbHK1, G6PDH-coupled NADH A340 | inhibition, % at 10 µM | 220,000 compounds, 0.11% hits;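 active means inhibition of 50% or more in the single-dose primary screen; inactive means inhibition below 50%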
Runt-SMMHC FRET = inhibitors of RUNX1 Runt–CBFb-SMMHC binding, primary screen, biochemical, FRET, Cerulean-Runt, Venus-CBFb-SMMHC, uHTS | 220,000 compounds, 0.74% hits | Cerulean-Runt/Venus-CBFb-SMMHC FRET ratio 530/480, 1 h | AID 1434, 2008 | inhibition, % at 20 µM;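 active means mean inhibition across duplicate retests at 20 µM reaching about 50%, limit read from the data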;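 further: 0% = DMSO wells and 100% = wells with excess untagged CBFb-SMMHC; inhibitors lower the FRET ratio by blocking Runt binding to CBFb-SMMHC; some results filed as inactive read as strong as hits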
Starred values were filed as active, the others as inactive; · = not tested or not shown; [ ] = another dose, or the depositor's remark.

SMILES | p47phox inh | Runt-CBFb FRET | p97 inhibitor | EBV gp42 block | Calpain2 inh | Furin inh | RBBP9 inhibitor | TbHK1 inh | Runt-SMMHC FRET
CCCCNC(=O)CCC(=O)Nc1ccc2nc(N3CCC(C)CC3)cc(C)c2c1 | -5 | -4 | -9 | 1 | -326 | -15 | -1 | -6 | 0
CCOC(=O)c1cnn(-c2nc(SC)nc3sc4c(c23)CCCC4)c1N | -4 | 2 | 0 | 10 | 32 | -17[20 µM] | 4 | -11 | 1
O=C(Cn1c(=S)[nH]c2ccccc2c1=O)N1CCN(c2ccc(F)cc2)CC1 | -2 | -1 | 5 | -19 | 8 | -31 | -5 | 0 | -1
Cc1nc([N+](=O)[O-])cn1CC(O)c1ccc(F)cc1 (stereo not drawn) | -2 | 1 | 7 | -18 | -14 | 0 | -6 | -14 | 2
CCOC(=O)CNC(=O)N1CCCC(C(=O)c2ccc3c(c2)OCO3)C1 (stereo not drawn) | 0 | · | 1 | -2 | -8 | -5 | -9 | -6 | ·
CCCCCC(=O)NC(=S)Nc1ccc(N2CCCCC2)c(Cl)c1 | -8 | -3 | -2 | -4 | 11 | -9[20 µM] | -5 | -4 | -2
CCCCSC(=O)Nc1ccccc1 | -8 | -2 | 1 | -6 | 18 | -25 | -4 | 5 | 3
C/C(Cn1nc([N+](=O)[O-])cc1C)=N\NC(=O)c1ccc(C(C)(C)C)cc1 | -20 | 3 | 2 | -24 | -20 | -20[20 µM] | 0 | -4 | 2
CCOC(=O)Cn1cc(C#N)c(=O)[nH]c1=O | 3 | 2 | -2 | -12 | 3 | 13 | -1 | 1 | -2
O=C(NCc1ccccc1)c1cccc(COc2cccc(Cl)c2)c1 | -1 | -4 | -1 | 4 | -79 | -6[20 µM] | -9 | 4 | 0
COc1ccc(S(=O)(=O)N(CC(=O)NC2CC2)c2ccc(C)cc2)cc1 | -5 | 1 | -2 | 1 | 16 | -8 | 1 | 1 | -4
CCCC(=O)OCC(=O)Nc1ccc2[nH]c(=O)[nH]c2c1 | -12 | -1 | 3 | 6 | -20 | -9 | -2 | -1 | 1
CCN(CCCNC(=O)CCc1nc(-c2ccc(C)cc2)no1)c1cccc(C)c1 | 1 | -1 | -4 | -19 | 11 | -23[20 µM] | 0 | -15 | -2
CC(C)OC(=O)c1cccnc1N1CCN(c2cccc(Cl)c2)CC1 | -1 | -2 | -9 | -5 | 39 | -4 | -9 | 4 | -2
Cn1nnc(NC(=O)/C=C/c2ccco2)n1 | -5 | 7 | 0 | -2 | -18 | -16 | -2 | -44 | -3
O=C(CSc1nc2ccccc2[nH]1)Nc1nc(-c2ccccc2)c(-c2ccccc2)o1 | -29 | 1 | 4 | -4 | -78 | -14 | 0 | -8 | -1
O=C(c1ccccc1)c1c[nH]cc1-c1ccccc1 | -3 | 2 | 2 | -5 | -17 | -13[20 µM] | -10 | -1 | 5
COc1ccc2nc(NC(=O)c3sc4nc(C)cc(C)c4c3N)sc2c1 | -26 | 65* | 6 | -18 | -71 | -21 | 3 | -28 | 31
O=C1CC(N(CCc2ccccc2)C(=S)Nc2ccccc2)C(=O)N1c1ccc(F)cc1 (stereo not drawn) | -8 | 4 | 4 | 1 | -12 | -13 | -15 | -8 | 0
O=C(NNC(=O)C1[C@H]2CCCC[C@@H]12)NC1CCCCC1 (stereo partly drawn) | -8 | 2 | 3 | 6 | -3 | -27 | -10 | 2 | 4
CC1(C)Oc2ccc(C(=O)NC3CCCC3)cc2N(CC(=O)NC2CCCC2)C1=O | -6 | -1 | -7 | -10 | 30 | -12[20 µM] | -6 | -2 | 4
COc1ccc(C2CC(c3ccccc3)Nc3nc(NC(=O)c4cccs4)nn32)cc1 (stereo not drawn) | -14 | 2 | 3 | -2 | -78 | -9[20 µM] | -11 | 2 | 2
O=C(Nc1cccc2ccccc12)N1CCN(c2ccccc2)CC1 | -14 | 6 | -2 | -12 | -6 | -16[20 µM] | -3 | 5 | 10
CC1(C)Oc2ccc3ccc(=O)oc3c2C(/C=N/O)C1=O (stereo not drawn) | -1 | 1 | 3 | -7 | -15 | -16 | -6 | -32 | 3
COC(=O)c1ccc(SC)cn1 | -5 | -2 | 4 | -4 | -6 | -23 | -6 | 1 | 0

Continued:
SMILES | p47phox inh | Runt-CBFb FRET | p97 inhibitor | EBV gp42 block | Calpain2 inh | Furin inh | RBBP9 inhibitor | TbHK1 inh | Runt-SMMHC FRET
O=c1cc(CSc2ccc(Cl)cc2)nc(-c2ccncc2)[nH]1 | -6 | -1 | 4 | -11 | -5 | -24 | -3 | -4 | -4
Cc1ccc(NC(=O)c2c(-c3ccccc3)noc2C)nc1 | 6 | -2 | 4 | -9 | 13 | -22 | 4 | 6 | 3
CC1Cc2ccccc2N1C(=O)c1ccc2c(c1)nnn2C (stereo not drawn) | -10 | 0 | 3 | -11 | -6 | -17[20 µM] | -4 | 5 | 8
O=C(Nc1nccs1)C1Cc2ccccc2CN1S(=O)(=O)c1ccc(F)cc1 (stereo not drawn) | -13 | -1 | 4 | -5 | 18 | -12[20 µM] | 0 | 5 | 5
CCCCC(=O)NC1=NC(=O)C(C)(C)S1 | -6 | -1 | -5 | -7 | -14 | -25[20 µM] | 6 | 2 | 2
COc1ccc(/C=C/C(=O)NCCSCc2ccco2)cc1OC | 3 | 4 | -4 | -5 | -2 | -18 | -13 | -7 | 1
CC(=O)N(C(C)=O)N1C(=O)/C(=C/c2ccc(Cl)cc2)SC1=S | -15 | 4 | 3 | -4 | 1 | -10 | -4 | -1 | 0
O=c1[nH]c(SCc2ccccc2Cl)nc2c1cnn2-c1ccccc1 | -1 | -1 | -2 | -21 | -6 | -19 | -10 | -8 | -2
COc1ccc(NC(=S)NNC(=O)Cn2nc([N+](=O)[O-])cc2C)cc1 | 1 | -2 | 3 | 0 | -3 | -5[20 µM] | 2 | 8 | 5
COc1cc(C2N(c3ccc(F)cc3)C(=O)C3CCCN32)cc(OC)c1OC (stereo not drawn) | -28 | 0 | 0 | -8 | -13 | -33 | -7 | -11 | -1
CNC(=O)c1c(C)nn(-c2ccc(F)c(Cl)c2)c1-c1cc(C)on1 | -8 | 2 | 5 | -7 | 2 | -22 | -12 | -1 | 2
COc1cc(C(=O)N2CCN(C(=O)C(Cc3cc(C)ccc3C)NC(C)=O)CC2)cc(OC)c1OC (stereo not drawn) | -7 | -1 | 5 | -12 | -25 | -11 | -4 | -3 | 4
CC(=O)N(Cc1ccccc1)Cc1cn(CCC#N)nc1-c1cccc([N+](=O)[O-])c1 | -1 | 0 | 0 | 7 | -12 | -21 | -2 | -2 | 4
COC(=O)c1ccccc1NC(=O)c1ccc(COc2cc(C)cc(C)c2)o1 | -8 | 0 | -3 | -21 | -107 | -9[20 µM] | -11 | -5 | -7
COc1ccc(/C=C/C(=O)c2ccc(Cl)cc2)c(OC)c1 | 0 | -2 | 2 | -6 | -13 | -14[20 µM] | -16 | 2 | -6
O=C(O)Cn1cc(/C=N/NC(=O)c2cc3cc(Br)ccc3o2)c2ccccc21 | -24 | -10 | 9 | 0 | 1 | -20 | 3 | -53 | -27
COc1cc(/C=C(\C#N)C(=O)NCc2ccccc2)ccc1OCc1ccc(C(=O)O)cc1 | -16 | -5 | 2 | 0 | 2 | -15 | -9 | -61 | 0
CSc1cccc(NC(=O)c2ccc(Cl)nc2)c1 | 1 | · | 7 | 4 | -5 | -16[20 µM] | -4 | -1 | -2
CN(C)Cc1c(O)ccc2c3c(c(=O)oc12)CCCCC3 | -4 | 70* | 5 | 10 | -487 | -98[20 µM] | 5 | -39 | 136*
COCCNC(=S)N(CCc1c(C)[nH]c2ccc(Cl)cc12)Cc1cccs1 | -9 | -2 | 2 | 0 | 17 | -3 | -1 | -7 | -3
COc1ccc(NS(=O)(=O)CC(C)C)c(OC)c1 | -12 | -2 | -1 | -6 | -9 | -17 | -7 | 2 | -2
COC(=O)C1=C(O)CSC1=Nc1cccc(C(F)(F)F)c1 | -5 | -1 | 4 | -1 | 4 | -5[20 µM] | -11 | 2 | -2
O=C(c1ccccc1)c1c[nH]c(C(=O)C(Cl)(Cl)Cl)c1 | -5 | 1 | 0 | -1 | -14 | -29 | -4 | -12 | -5
CCCOC(=O)CCNc1n[nH]c(=O)[nH]c1=O | 4 | 1 | 7 | -8 | 20 | -24 | 2 | 1 | -4
Cc1ccc(S(=O)(=O)NN2C(=O)/C(=C/c3cccs3)SC2=S)cc1 | -15 | -8 | 2 | -12 | 31 | -15 | -11 | -3 | -3

The results go on.
SMILES | p47phox inh | Runt-CBFb FRET | p97 inhibitor | EBV gp42 block | Calpain2 inh | Furin inh | RBBP9 inhibitor | TbHK1 inh | Runt-SMMHC FRET
CCc1cc2cc3c(cc2nc1SCC(=O)N1CCN(C(=O)c2ccco2)CC1)OCO3 | -5 | -6 | 3 | -25 | -38 | -10 | -2 | -15 | -2
CC(C)(C)S(=O)(=O)c1ccc(S(=O)(=O)C(C)(C)C)s1 | 2 | -1 | 4 | -2 | 3 | -19[20 µM] | 4 | -4 | -5
CCCc1cc2c(=O)c(-c3nc4ccccc4s3)c(COCC(=O)O)oc2cc1O | -30 | 7 | 2 | 9 | -96 | -7 | -7 | -24 | 18
Cc1ccc(C(=O)NCCc2sc(C)nc2C)cc1 | -11 | 15 | 2 | 1 | -21 | -11 | -2 | 2 | 2
CCN1C(=O)c2cccc3c(S(=O)(=O)NCc4cccnc4)ccc1c23 | -5 | -23 | 0 | 6 | -473 | -24[20 µM] | -6 | -15 | 57*
O=C1CN(C(=O)COC(=O)c2ccc[n+]([O-])c2)c2ccccc2N1 | 10 | 0 | 7 | -14 | 2 | -14 | 5 | 4 | -1
O=C(c1ccc(F)cc1)c1cn[nH]c1-c1ccccc1O | -11 | 0 | 1 | -3 | -40 | -12 | -6 | 1 | 0
CCOc1cc(CNc2cccc3ccccc23)cc(Br)c1OCC(=O)NC(C)(C)C | -7 | -1 | 3 | -11 | 9 | -11[20 µM] | -8 | -5 | -2
Cc1cc(NC(=O)CCC(=O)N(CC2CCCO2)C(C(=O)NC2CCCC2)c2cccnc2)no1 (stereo not drawn) | 0 | · | -1 | -2 | -16 | -5[20 µM] | -1 | 2 | -6

4 compounds already listed, arranged by count of non-hydrogen atoms, lowest first.
SMILES | p47phox inh | Runt-CBFb FRET | p97 inhibitor | EBV gp42 block | Calpain2 inh | Furin inh | RBBP9 inhibitor | TbHK1 inh | Runt-SMMHC FRET
O=C(c1ccc(F)cc1)c1cn[nH]c1-c1ccccc1O | -11 | 0 | 1 | -3 | -40 | -12 | -6 | 1 | 0
CCN1C(=O)c2cccc3c(S(=O)(=O)NCc4cccnc4)ccc1c23 | -5 | -23 | 0 | 6 | -473 | -24[20 µM] | -6 | -15 | 57*
CCCc1cc2c(=O)c(-c3nc4ccccc4s3)c(COCC(=O)O)oc2cc1O | -30 | 7 | 2 | 9 | -96 | -7 | -7 | -24 | 18
CCOc1cc(CNc2cccc3ccccc23)cc(Br)c1OCC(=O)NC(C)(C)C | -7 | -1 | 3 | -11 | 9 | -11[20 µM] | -8 | -5 | -2
